KCC2 mod = KCC2 cotransporter modulators, thallium flux, primary screen, cell-based, HEK293 KCC2, FluoZin-2 fluorescence, MLSMR. Solute carrier family 12 member 5 (Homo sapiens), Q9H2X9. KCC2 cells, thallium flux FluoZin-2 fluorescence. B-score of Tl+ flux slope (higher = more flux/activation; lower = inhibition) at 10 µM. 2.2% of 190,000 active. AID 1456, 2008;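 active means thallium flux slope and its plate-corrected score both differing from the plate sample mean at a set confidence after two filtering rounds, in either direction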;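 further: slope of fluorescence scaled to starting intensity during 10 to 20 s after thallium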
EBV gp42 inh = Epstein-Barr virus gp42 inhibitors, primary screen, biochemical, uHTS, fluorescence polarization | Glycoprotein 42 (Epstein-Barr virus (strain AG876)), Q1HVG2 | Fluorescence polarization binding assay, mP read-out | inhibition, % (tested at 21.74 µM) | 0.42% of 220,000 active | AID 1085, 2008; in the data active means inhibition above about 50%
Rad51 HR inh = human RAD51 strand exchange inhibitors, primary screen, biochemical, fluorescence; DNA repair protein RAD51 homolog 1 (Homo sapiens), Q06609; hRad51 DNA strand exchange, fluorescence dequenching; inhibition, % at 10 µM; 0.085% of 200,000 active;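 active means inhibition above 40% at the single screening dose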;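 further: 0% = DMSO control wells and 100% = blanks with heterologous ssDNA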
Target sequence (Q06609 whole entry, looked up): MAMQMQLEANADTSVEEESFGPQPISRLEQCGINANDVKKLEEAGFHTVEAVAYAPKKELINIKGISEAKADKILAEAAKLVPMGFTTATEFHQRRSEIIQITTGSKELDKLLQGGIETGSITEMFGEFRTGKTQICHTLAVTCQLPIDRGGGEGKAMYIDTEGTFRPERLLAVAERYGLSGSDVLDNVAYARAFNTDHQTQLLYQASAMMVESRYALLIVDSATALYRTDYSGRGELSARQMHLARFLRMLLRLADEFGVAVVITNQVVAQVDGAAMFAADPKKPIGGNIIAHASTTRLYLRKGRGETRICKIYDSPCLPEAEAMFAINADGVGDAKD
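Read-out basis: percent inhibition relative to plate controls and blanks / Assay system: human Rad51 nucleoprotein filaments preassembled on unlabelled ssDNA / Timing: filaments 15 min 37 °C, then compound 30 min / Control set: per-plate controls and blanks / Technique: fluorescence dequenching at 485/520 nm / Compound: 10 µM final, single point / Also added: Fluorescein- and BHQ1-tagged 47-mer duplex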
Furin inh = human furin inhibitors, primary screen, biochemical, fluorescence intensity; AID 463115, 2010; P09958; purified furin, fluorogenic substrate cleavage; 0.061% of 220,000 active; inhibition, % at 30 µM; in the data active means inhibition above about 25%; further: inactives centre near -15
p47phox inh = p47phox/p22phox peptide binding inhibitors, primary screen, biochemical, uHTS, NADPH oxidase regulatory subunit. inhibition, % at 24.7 µM. AID 1274, 2008. Neutrophil cytosol factor 1 (Homo sapiens), P14598. 0.53% of 220,000 active. fluorescence polarization, 2 h;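 further: 0% = p47phox with labelled peptide and 100% = labelled peptide alone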
Target sequence (P14598 whole entry, looked up): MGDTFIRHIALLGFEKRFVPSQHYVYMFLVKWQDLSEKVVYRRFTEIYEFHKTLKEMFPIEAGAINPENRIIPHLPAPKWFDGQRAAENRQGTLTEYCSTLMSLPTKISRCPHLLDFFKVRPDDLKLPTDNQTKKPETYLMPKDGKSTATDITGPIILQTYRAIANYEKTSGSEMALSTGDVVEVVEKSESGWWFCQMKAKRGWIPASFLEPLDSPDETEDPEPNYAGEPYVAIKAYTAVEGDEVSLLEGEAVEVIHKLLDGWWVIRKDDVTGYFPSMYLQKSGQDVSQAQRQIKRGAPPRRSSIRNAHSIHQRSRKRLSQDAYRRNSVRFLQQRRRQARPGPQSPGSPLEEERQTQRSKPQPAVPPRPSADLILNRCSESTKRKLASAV
eIF4E 4G PPI = eIF4E–eIF4G protein interaction inhibitors, primary screen, biochemical, uHTS, TR-FRET, eIF4GI fragment. TR-FRET eIF4E-eIF4GI(517-606) binding, 2 h. Eukaryotic translation initiation factor 4E (Mus musculus) + Eukaryotic translation …. 0.37% of 220,000 active. inhibition, % at 21.7 µM;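 further: 0% = full FRET control wells and 100% = background wells lacking eIF4GI fragment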
Thrombin inh = human alpha-thrombin inhibitors, primary screen, counter-screen for coagulation protease inhibitor project, biochemical, 1536-well, fluorogenic AMC substrate; Prothrombin (Homo sapiens), P00734; Boc-VPR-AMC fluorogenic substrate cleavage; inhibition, % at 5 µM; 0.26% of 220,000 active; AID 1046, 2008;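 active means inhibition at or above 40%; inactive means inhibition below 40%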;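 further: 0% = enzyme with no compound and 100% = wells without enzyme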
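System: Human alpha-thrombin protein | Medium: pH 7.5 Tris (50 mM) with NaCl 150 mM, Tween 20 0.05% | Times: Enzyme reaction carried out at room temperature | Detection: AMC fluorescence, 355/460 nm | Evaluation: Percent inhibition scaled between no-compound controls and no-enzyme blanks | Benchmarks: Enzyme without compound as high, wells lacking enzyme as low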
14-3-3 Bad PPI = inhibitors of 14-3-3 zeta/Bad binding, primary screen, biochemical, TR-FRET, bovine 14-3-3 zeta; 14-3-3 protein zeta/delta (Bos taurus), P63103; TR-FRET 14-3-3zeta/Dy647-pBad peptide displacement, 1 h; inhibition, % at 21.7 µM; 0.71% of 220,000 active;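 active means inhibition above about 70%, limit read from the data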;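 further: 0% = full 14-3-3 plus peptide FRET controls and 100% = background without 14-3-3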
Target sequence (P63103 whole entry, looked up): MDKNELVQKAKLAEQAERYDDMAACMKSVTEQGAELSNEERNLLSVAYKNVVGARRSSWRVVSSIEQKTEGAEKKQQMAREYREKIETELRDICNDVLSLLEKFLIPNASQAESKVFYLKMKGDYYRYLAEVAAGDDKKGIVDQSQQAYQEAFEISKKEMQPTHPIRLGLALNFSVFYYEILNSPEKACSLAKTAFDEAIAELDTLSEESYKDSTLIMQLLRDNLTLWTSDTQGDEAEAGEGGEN
hK5 inh = human KLK5 protease inhibitors, primary screen, biochemical, 1536-well | recombinant hK5, fluorogenic AMC substrate cleavage | inhibition, % at 5 µM | Kallikrein-5 (Homo sapiens), Q9Y337 | AID 873, 2007 | 0.59% of 210,000 active;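 active means inhibition of 40% or more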;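 further: 0% = enzyme controls without compound and 100% = no-enzyme blanks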
* hit, by the source's call; nt = not tested or not shown; [ ] = another dose, or the depositor's remark.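 How the source made its calls, unless noted: active means inhibition above about 30% (limit read from the data); inactive means the rest.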

Structure	Furin inh	eIF4E 4G PPI	Rad51 HR inh	14-3-3 Bad PPI	Thrombin inh	p47phox inh	hK5 inh	KCC2 mod	EBV gp42 inh
COc1ccc(OC)c(C2=NOC(C(=O)NCCN3CCOCC3)C2)c1 (stereo unspecified)	-12[20 µM]	-7	-6	0	-4	-13	10	nt	-11
CC1(C)Cc2c(c(-c3ccccc3)nc3[nH][nH]c(=O)c23)CO1	-14	8	-1	-10[fluorescence artefact?]	1	-4	6	0.59	-8
CN(c1ccccc1C(=O)N1CCc2ccccc2C1)S(C)(=O)=O	-20[20 µM]	9[fluorescence artefact?]	-6	-5	-6	-5	-2	nt	-10
CCN(Cc1ccccc1)C(=O)c1c[nH]c2ccc(S(=O)(=O)N(C)CCC#N)cc2c1=O	-30	-2	nt	-3	-1	-10	-12	-0.087	3
CC(=O)N/C(=N\OCc1ccccc1Cl)c1nonc1NC(C)=O	-10	-4	-2	-13[fluorescence artefact?]	-4	-1	-22	0.26	-12
Cc1cc(C)nc(N2N=C(C(F)(F)F)CC2=O)n1	-16	-9	-18	-5	2	1	-4	1.7	-9
Cc1ccc(Nc2c(-c3ccc(N4CCOCC4)cc3)nc3ncccn23)cc1C	-4	0	nt	-1	1	-2	-5	0.33	-11
O=C(NCc1ccccn1)C(=O)N/N=C/c1ccccc1O	-21	-1	9	-2	-4	-14	-18	-0.87	-26
CC(=O)N/C(=C\c1ccc(C)cc1)C(=O)O	-21	2	5	-8	0	-11	-13	0.19	1
CC(=O)NC1=NN(C(C)=O)C(C)(CC(=O)OC(C)(C)C)S1 (stereo unspecified)	-11	3	1	-3	-8	-5	-2	1.6	-13
O=C(CCC(=O)OCC(=O)c1ccc(Br)cc1)Nc1cccc2cccnc12	-1	5	1	4	0	9	-3	0.53	-8
Nc1ncc([N+](=O)[O-])cc1Br	8	7	0	7	-3	-8	-5	1.2	-14
CC(=O)c1ccc(OCC(O)CN2CCOCC2)cc1 (stereo unspecified)	-15	-1	-3	-1	-1	-19	5	nt	-2
COc1ccc(/C=C(\CC(=O)O)c2nc3ccccc3s2)cc1O	0	-2	22	-25	-4	-15	-4	-0.37	7
COCCOC(=O)c1c(NC(=O)CNCc2ccco2)sc(C(N)=O)c1C	-8	-3	-2	-15	-3	-11	11	nt	-8
Cc1ccc2c(CC(=O)NC3=NCCS3)coc2c1	-16	3	0	16[fluorescence artefact?]	-7	-8	-3	nt	-11
CC(=O)c1cn(CC(=O)NCc2cccnc2)c2ccccc12	-21[20 µM]	4	-2	0	-9	-2	-2	0.44	-10
O=C1/C(=C/c2ccncc2)SC(=S)N1C1CCCCC1	-4	0	3	2	-7	0	1	-0.26	-5
CCCC1(CCC)NC(=O)N(CC(=O)N2CCN(C(=O)c3ccco3)CC2)C1=O	-15[20 µM]	0	12	-4	-4	10	nt	-0.044	7
O=C(NCc1ccccc1C(F)(F)F)C1CC(c2cc(C(F)(F)F)cc(C(F)(F)F)c2)=NO1 (stereo unspecified)	-21	2	-12	1	-8	4	-4	0.014	-11
Nc1nc(SCC(=O)NCC2CCCO2)n[nH]1 (stereo unspecified)	-10[20 µM]	6	-1	-3	2	6	-2	-0.84	-10
CCOC(=O)c1[nH]c2ccc(OC)cc2c1NC(=O)c1ccc(OC)c(OC)c1	0	1	nt	-9	-4	-3	-6	-1.1	-10
COCCSc1nnc(NC(=O)Cc2ccc(OC)cc2)s1	-33	3	-4	5	-5	-5	0	-0.16	-10
c1ccc(N2CCN(C3CCSC3)CC2)cc1 (stereo unspecified)	-26	-1	-5	71*	0	-4	-11	nt	-23
O=C(CSc1nnc(NC(=O)c2ccco2)s1)Nc1ccccc1	-21	7	5	-6	-3	-11	-2	0.022	-1
Cc1cccc(NC(=O)CSc2nc3[nH]ncc3c(=O)n2-c2ccccc2)c1	-14	5[fluorescence artefact?]	nt	7	0	-7	-14	-0.039	6
O=C(O)c1cc(-c2c[nH]c3ccccc23)nc2ccc3ccccc3c12	-10	-2	2	-3	nt	-11	-14	-0.62	-9
O=S(=O)(Cc1ccccc1)N1CCN(C/C=C/c2ccccc2)CC1	-4[20 µM]	-4	nt	8	-7	-2	0	0.53	-10
COc1ccc(-c2nc3cccc(C)n3c2NCC2CCCO2)cc1O (stereo unspecified)	-49	-3	-14	-4	-10	-20	-4	-0.076	-5
CCCN(CC(=O)Nc1ccccc1Br)CC(=O)Nc1ccc(F)c(F)c1F	-23	2[fluorescence artefact?]	5	2	-3	-28	-10	-1.6	-7

Next part; it opens with the two that closed the last part.
Structure	Furin inh	eIF4E 4G PPI	Rad51 HR inh	14-3-3 Bad PPI	Thrombin inh	p47phox inh	hK5 inh	KCC2 mod	EBV gp42 inh
COc1ccc(-c2nc3cccc(C)n3c2NCC2CCCO2)cc1O (stereo unspecified)	-49	-3	-14	-4	-10	-20	-4	-0.076	-5
CCCN(CC(=O)Nc1ccccc1Br)CC(=O)Nc1ccc(F)c(F)c1F	-23	2[fluorescence artefact?]	5	2	-3	-28	-10	-1.6	-7
O=C(NN1C(=O)C2C(C1=O)C1C=CC2C12CC2)c1ccncc1 (stereo unspecified)	-18[20 µM]	-1[fluorescence artefact?]	4	-15	2	-6	3	0.28	-7
COc1ccccc1CNC(=O)c1cnn2c(C(F)F)cc(C)nc12	-3[20 µM]	-11	5	3	-3	-15	-27	0.46	-10
COCCNC(=O)C1CC(c2cccc(F)c2)=NO1 (stereo unspecified)	-22	60*	-1	0	5	13	2	0.95	-8
Cc1cccc(CCNC(=O)c2cc(=O)[nH]c3ccc(Br)cc23)c1	-12	-3	0	-6	5	-8	-2	0.0077	-28
CCS(=O)(=O)N1CCCC(C(=O)NC2CCCC2)C1 (stereo unspecified)	-23	-3	-2	89*	2	2	1	nt	-32
CC(C)c1ccc(/C=N/n2cnnc2)cc1	-18	-1	16	2	-5	8	-1	-1.3	1
O=C(NCc1cccs1)C(Cc1ccccc1)NS(=O)(=O)c1cccs1 (stereo unspecified)	-6[20 µM]	2[fluorescence artefact?]	4	18[fluorescence artefact?]	-1	-12	-9	0.18	-5
O=C(Nc1ccc(N2CCOCC2)cc1N1CCOCC1)c1cccs1	-10[20 µM]	1[fluorescence artefact?]	-5	-13[fluorescence artefact?]	0	-5	3	nt	-19
CCc1nc2sc3c(O)cc(=O)[nH]c3c2cc1C	-39	0	2	-14	1	-13	nt	-0.3	6
O=C(O)CCN1C(=O)C2CCCCC2C1=O (stereo unspecified)	-13[20 µM]	1[fluorescence artefact?]	-5	5	-1	-5	-7	0.017	0
COc1cc(C2CC(=O)c3c(O)cc(O)cc3O2)ccc1O (stereo unspecified)	-23	-1	-14	-6	-1	-5	2	-0.19	-7
CCOc1ccc(S(=O)(=O)NC2CC2)cc1C(N)=O	-23	-2	-15	-14	-3	-5	3	-0.069	-6
CCc1cc(=S)n2c([nH]c3ccccc32)c1C#N	-22	3	-34	-8	-10	-5	6	-5.1	-15
CCN1C(=O)/C(=C\N(C)C)S/C1=N\S(=O)(=O)c1ccccc1	-4	-4	1	92*	-12	-11	-2	-0.051	-3
CCN1/C(=C\C=C2\C(=O)N(C)C(=S)N2C)Sc2ccccc21	-9	1	-13	0	-1	-88	-17	-1.1	-19
CCOc1ccc(C(=O)Nc2cc(NC(=O)c3ccc(OCC)c(Cl)c3)cc(C(=O)O)c2)cc1Cl	-31	12	9	26	1	-47	-10	-0.27	2
O=C(NCCc1csc(-c2cccnc2)n1)c1ccco1	-27	0	7	1	-8	-4	-2	nt	-11
CCSc1oc(-c2ccccc2)nc1S(=O)(=O)c1ccccc1	-11[20 µM]	0	2	1	-1	-31	-17	nt	1
COc1ccc(OCCSCc2nnc(NC(=O)Nc3ccc(Cl)cc3)s2)cc1	-18	5	0	1	-12	-29	-20	-0.075	5
COc1cc(NC(=O)CSc2nnc(Cn3nnc4ccccc43)n2C)cc(OC)c1	-24[20 µM]	6	-3	8	-4	16	-11	-0.57	-3
CC1CCN(CC(=O)NCc2ccco2)CC1	-33	2	-22	2	6	-8	2	0.26	-29
CN(C)C(=O)/C(C#N)=C\c1cc(Br)c(Sc2ccc(Cl)cc2)o1	-14	0	1	-2	-8	4	-4	-1.3	7
Fc1ccc(Cn2nnnc2C(c2ccc(Cl)cc2)N2CCSCC2)cc1 (stereo unspecified)	-18[20 µM]	9	-2	53	0	-25	5	-0.26	-5
CCOc1cc2[nH]c(=O)n(Cc3cccc(OC)c3)c(=O)c2cc1OCC	-23	4	-1	8	3	-4	-7	nt	-5
CCCOC(=O)C1=C(C)NC2=C(C(=O)C(C(=O)OC)C(C)C2)C1c1ccc(N(CC)CC)cc1 (stereo unspecified)	-7[20 µM]	-5[fluorescence artefact?]	9	-6[fluorescence artefact?]	2	-4	-15	-0.25	1
CCn1cc(C2=NCC(C)O2)c2ccccc21 (stereo unspecified)	-21[20 µM]	1[fluorescence artefact?]	1	4[fluorescence artefact?]	-6	-4	-18	0.63	-4
Cc1c(/C(O)=C2\C(=O)C(=O)N(CCN(C)C)C2c2cccs2)cnn1-c1ccccc1 (stereo unspecified)	-8	5	-5	-6	1	6	4	-0.075	-6
Cc1ccc(C(N)=Nc2ccccc2)cc1	-4	2	-9	-2	0	-1	-4	0.6	-12
COc1cnc(NS(=O)(=O)c2ccc(N)cc2)nc1	-14	-3	14	-3	nt	-1	-9	0.029	-18
Cc1ccc(O)c(N=Cc2sc3ccccc3c2Cl)c1	-8	1[fluorescence artefact?]	nt	-1	3	-17	1	0.17	5
O=C(CN1C(=O)c2ccccc2C1=O)NCC(=O)OCC(=O)c1ccc(Cl)cc1	-10	1	nt	8	-2	-1	-8	0.52	0
CCn1c(C2CC(=O)N(c3cc(C)cc(C)c3)C2)nc2ccccc21 (stereo unspecified)	-26	2	-1	-1	-6	-9	-3	-0.044	-11
CCOC(=O)c1nc2nc(C)cc(=O)n2[nH]1	-25	-1	-6	14	3	-7	-20	0.38	-23

An excerpt from above in order of their number in Furin inh, high to low:
molecule	Furin inh
Cc1ccc(O)c(N=Cc2sc3ccccc3c2Cl)c1	-8
COc1ccc(OCCSCc2nnc(NC(=O)Nc3ccc(Cl)cc3)s2)cc1	-18
CCOc1cc2[nH]c(=O)n(Cc3cccc(OC)c3)c(=O)c2cc1OCC	-23
CCn1c(C2CC(=O)N(c3cc(C)cc(C)c3)C2)nc2ccccc21 (stereo unspecified)	-26

Screens: PubChem, several laboratories
